# High-throughput results: PubChem, The Scripps Research Institute Molecular Screening Center
# M1 ag – activates human CHRM1 receptor. CHO-K1 hM1, Fluo-8 calcium fluorescence, agonist mode; 0% DMSO, 100% acetylcholine EC100. activation, % at 3 µM. actives 0.33% (n = 360,000). AID 588814;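 active = activation above the run's mean compound activation plus 3 SD, cut at about 16% in these data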;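 also: peak over basal fluorescence ratio within a 140 s kinetic read after compound addition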
# Target sequence (P11229 whole entry, looked up): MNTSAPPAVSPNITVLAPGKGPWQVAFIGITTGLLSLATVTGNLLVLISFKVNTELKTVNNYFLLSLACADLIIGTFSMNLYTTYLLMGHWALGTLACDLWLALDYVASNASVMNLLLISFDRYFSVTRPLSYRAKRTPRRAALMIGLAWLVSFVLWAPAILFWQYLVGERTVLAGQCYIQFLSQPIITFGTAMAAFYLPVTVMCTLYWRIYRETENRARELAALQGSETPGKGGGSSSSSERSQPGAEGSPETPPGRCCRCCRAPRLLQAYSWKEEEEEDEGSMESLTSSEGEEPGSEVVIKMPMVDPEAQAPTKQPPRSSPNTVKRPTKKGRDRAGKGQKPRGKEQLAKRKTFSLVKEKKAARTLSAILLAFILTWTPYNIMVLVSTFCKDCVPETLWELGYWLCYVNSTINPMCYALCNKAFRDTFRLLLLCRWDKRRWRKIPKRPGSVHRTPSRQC
# TAAR1 ag – agonists of human TAAR1; Q96RJ0; CHO RD-HGA16 TAAR1, Fluo-8 calcium fluorescence; vehicle wells 0%, saturating PEA agonist 100%; activation, % at 3 µM; actives 0.99% (n = 360,000);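 active = activation above the mean activation of all test compounds in the run plus 3 SD, cut at about 38% in these data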
# Target sequence (Q96RJ0 whole entry, looked up): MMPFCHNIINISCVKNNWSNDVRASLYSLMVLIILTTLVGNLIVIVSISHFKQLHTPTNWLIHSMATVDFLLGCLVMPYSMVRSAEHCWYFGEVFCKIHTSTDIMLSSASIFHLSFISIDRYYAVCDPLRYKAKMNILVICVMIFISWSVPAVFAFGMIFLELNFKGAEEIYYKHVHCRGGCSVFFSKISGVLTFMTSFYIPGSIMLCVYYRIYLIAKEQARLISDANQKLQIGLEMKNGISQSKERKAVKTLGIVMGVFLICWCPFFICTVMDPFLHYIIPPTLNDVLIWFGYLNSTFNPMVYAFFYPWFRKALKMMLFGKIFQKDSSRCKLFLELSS
#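 System: CHO-derived RD-HGA16 cells with stable Gα16 and human TAAR1. Times: 17-24 h plating, Fluo-8 75 min 37 °C, 30 min RT. Measured by: calcium-sensitive Fluo-8 signal, excitation 470-495, emission 515-575 nm. Read-out basis: % activation relative to PEA EC100 response. Control set: DMSO and PEA EC100. Repeats: no replicates (n 1).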
# M1 antag – blocks human M1 muscarinic receptor. inhibition, % at 3 µM. CHO-K1 hM1, Fluo-8 calcium fluorescence, ACh EC80 antagonist. P11229. actives 1.3% (n = 360,000);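 active = percent inhibition above its own plate's cutoff, namely the mean of that plate's compound wells plus 3 SD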;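 also: peak over basal fluorescence ratio during 140 s after agonist addition; 0% = ACh EC80 plus DMSO and 100% = DMSO alone without agonist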
# TAAR1 antag – antagonists of human TAAR1. Q96RJ0. CHO RD-HGA16 TAAR1, Fluo-8 calcium fluorescence, antagonist. inhibition, % at 3 µM. actives 1.5% (n = 360,000). AID 624466;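 active = inhibition above a per-plate cutoff, the mean inhibition of test compounds on that plate plus 3 SD, cut at about 49% in these data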;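 also: 0% = DMSO plus EC80 beta-PEA response and 100% = DMSO alone without agonist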
#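 Material: CHO RD-HGA16 cells bearing hTAAR1; compound dosing: one-point dosing, 3 µM nominal final; schedule: dye loading 75 min at 37 °C, then 30 min room temperature; measured by: calcium fluorescence with Fluo-8; control set: vehicle and agonist controls; replication: n of 1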
# OXTR potentiator – potentiators of human oxytocin receptor; P30559; CHO-OTR cells, Fluo-8 calcium fluorescence, potentiator mode; 0% = oxytocin EC15, 100% = EC100; activation, % at 3 µM; actives 0.061% (n = 320,000); AID 2445;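 active = activation above that plate's cutoff, the mean activation of tested compounds plus 3 SD, cut at about 6.6% in these data, passing the limit was not always enough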;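 also: 100% uses oxytocin at 75 nM as the full agonist control; some results filed as inactive read as strong as hits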
#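 System: human OTR in CHO cells; Also added: sub-maximal oxytocin, roughly EC15; Timing: compound 6 min at room temperature before oxytocin, 100 s read; Technique: Fluo-8 intracellular calcium fluorescence, ex 470-495, em 515-575 nm; Controls: oxytocin EC15 low and EC100 high; Replication: singlicate.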
# CHO parental Ca – signal in parental CHO cells, OX1R antagonist counter-screen; parental CHO-K1, ATP-induced calcium, Fluo-8 fluorescence; inhibition, % at 5.6 µM; actives 0.63% (n = 330,000);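 active = inhibition above that plate's mean sample inhibition plus 3 SD, cut at about 26% in these data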;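 also: 0% = ATP-challenged DMSO wells and 100% = DMSO wells without ATP; some compounds past the cut are filed as inactive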
#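 material = parental CHO cells | also added = ATP as calcium-mobilizing challenge | dosing = single point at 5.6 µM | detection = intracellular calcium via Fluo-8 no-wash fluorescent dye | read-out = % inhibition | benchmarks = low control ATP plus DMSO, high control DMSO only | repeats = one well per compound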
# CHO-K1 Ca antag – counter-screen for M1 antagonists: effect in parental CHO-K1 cells; actives 0.6% (n = 360,000); inhibition, % at 3 µM; AID 602250; ATP-induced calcium, Fluo-8 fluorescence;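 active = inhibition above a per-plate cutoff, the plate's mean sample inhibition plus 3 SD, cut at about 24% in these data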;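 also: 0% = DMSO plus EC80 ATP and 100% = DMSO alone without ATP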
# CHO-K1 Ca PAM – counter-screen for M1 PAMs: effect in parental CHO-K1 cells | ATP EC20, Fluo-8 calcium fluorescence; 0% at ATP EC20, 100% at ATP max | actives 0.02% (n = 360,000) | AID 602247 | activation, % at 3 µM;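 active = activation above the run cutoff, the mean activation of all test compounds plus 3 SD, cut at about 40% in these data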;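 also: peak over basal fluorescence ratio in a 140 s read after ATP addition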
# CHO-K1 Ca ag – nonselective activator or artifact in parental CHO-K1 cells | activation, % at 3 µM | actives 0.48% (n = 360,000) | AID 602248 | Fluo-8 calcium fluorescence; scaled to maximal ATP response, vehicle zero; in the data active = activation above about 15%;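 also: untransfected CHO-K1 host cells lacking M1 receptor as counterscreen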
# Starred values were filed as active, the others as inactive; x = no result given.
canonical_smiles,M1 ag,TAAR1 ag,M1 antag,TAAR1 antag,OXTR potentiator,CHO parental Ca,CHO-K1 Ca antag,CHO-K1 Ca PAM,CHO-K1 Ca ag
COc1ccc(-c2noc(CCCC(=O)Nc3ccc(C(N)=O)cc3)n2)cc1,0,2,4,-5,-4,-7,1,-4,5.0
COc1ccc2c(c1)C(=O)O[C@@H](c1ccccc1)C[C@@H](O)C(=O)CC2,x,2,x,9,x,x,-5,-2,1.2
COc1ccc(NC(=O)c2cc(-c3cccnc3)nc3c(C)c(C)ccc23)c(OC)c1,-4,8,10,20,-8,-26,-14,25,1.2
Cc1cc(=O)oc2c(C)c(OCC(=O)N3CCN(C(=O)C4COc5ccccc5O4)CC3)ccc12 (stereo not drawn),0,6,0,25,-8,2,-2,-13,8.1
CCCc1ccc(S(=O)(=O)N/N=C(/C)c2ccc3c(c2)OCO3)cc1,-1,3,-8,9,x,x,-7,9,1.2
Cc1cc(NC(=O)CSc2nc(C3CC3)nc3sc(C)c(C)c23)no1,-5,-2,-3,-24,-3,-7,-11,17,-0.2
O=C(CCCSc1ccc(Cl)cc1)Nc1cc(S(=O)(=O)N2CCOCC2)ccc1O,2,11,8,14,-10,-17,-7,3,5.7
Cc1ccc(NC(=S)NC(=O)c2cncc(Br)c2)c(C)c1,-2,-2,-9,-24,-5,-9,-5,16,0.5
O=P(c1ccccc1)(c1ccccc1)c1ccccc1C(Br)Br,-2,6,-11,-25,x,x,-9,8,-0.6
COc1ccc(NC(=S)SC)cc1OC,-6,3,-2,-1,-6,2,-7,14,2.1
O=C(CSCc1c(Cl)cccc1Cl)N1CCOCC1,-12,0,4,3,-11,-10,-1,-5,-0.3
CC(C)c1ccc(NC(=O)Cn2cccc2C2=NC(c3ccccc3)CO2)cc1 (stereo not drawn),-8,10,-3,4,-5,-30,0,6,0.1
O=C(NCc1ccccn1)c1ccc(Cl)cc1Cl,-6,4,-9,8,-6,-21,6,5,0.4
Cn1nc(CC#N)c2c(=N)n(N)cnc21,-2,1,-15,-11,x,x,-9,23,1.4
COc1ccc(NC(=O)CCc2c(C)nc3nc(C)nn3c2C)cc1,1,10,-9,-5,-10,6,-8,23,1.1

# Some of these compounds in order of their number in TAAR1 antag, high to low.
structure	TAAR1 antag
Cc1cc(=O)oc2c(C)c(OCC(=O)N3CCN(C(=O)C4COc5ccccc5O4)CC3)ccc12 (stereo not drawn)	25
O=C(CCCSc1ccc(Cl)cc1)Nc1cc(S(=O)(=O)N2CCOCC2)ccc1O	14
CCCc1ccc(S(=O)(=O)N/N=C(/C)c2ccc3c(c2)OCO3)cc1	9

# (next part)
canonical_smiles,M1 ag,TAAR1 ag,M1 antag,TAAR1 antag,OXTR potentiator,CHO parental Ca,CHO-K1 Ca antag,CHO-K1 Ca PAM,CHO-K1 Ca ag
O=C(Nc1cccc(S(=O)(=O)N2CCCC2)c1)c1cncc(Br)c1,-3,3,-13,23,1,-26,-22,27,3.5
CN1CCN(CC(=O)Nc2nc(-c3c[nH]c4ccccc34)cs2)CC1,-9,4,3,-19,0,-2,-7,8,0.7
Cc1nn(Cc2ccccc2)c(C)c1N,-4,5,-16,-22,-4,0,-2,12,0.0
CCOc1ccccc1-n1c(SCC(=O)N2CCCc3ccccc32)nnc1-c1cccnc1,-11,3,-2,6,-4,-15,-10,21,2.0
Cc1ccccc1Nc1cc(C)c2c(O)cccc2n1,-1,12,-9,-1,-9,-1,4,24,1.6
O=C(Nc1ccncc1)C1CC(=O)N(Cc2ccccc2)C1 (stereo not drawn),-3,1,-4,0,x,x,11,-15,-0.2
CCCCOc1ccc(C(=O)N(C)CC(=O)Nc2ccc(C)cc2)cc1,-1,2,-2,-18,0,-17,6,-7,-0.4
CC1(C(=O)Nc2ccc3[nH]ncc3c2)CCN1C(=O)C/C=C/c1ccccc1 (stereo not drawn),-3,1,-19,-28,x,x,-8,15,2.2
CN(C1CCS(=O)(=O)C1)S(=O)(=O)c1ccc2ccccc2c1 (stereo not drawn),-2,0,-12,-22,0,-11,-10,6,1.0
COc1ccc(CCn2c(S)nc3ccccc3c2=O)cc1,0,6,-17,-11,-17,-7,-11,2,0.4
CCOc1ccc(C(C)=O)cc1COC(=O)CCc1cc(OC)c(OC)c(OC)c1,-3,0,-7,-10,-9,-23,-16,-2,4.4
COc1ccc(Cc2nc3ccc(C(=O)N4CCCN(C=O)CC4)cc3o2)cc1,-3,1,0,-9,-2,-4,-5,4,1.0
CSc1nnc(NC(=O)c2cc3ccccc3oc2=O)s1,-3,1,-11,-10,-10,-17,-8,26,0.7
CCOc1ccc(NC(=O)C2CCN(S(=O)(=O)c3ccc4c(c3)CC(C)N4C(C)=O)CC2)cc1 (stereo not drawn),0,4,0,-5,-8,-10,-18,20,4.0
O=C(O)c1cccc(Nc2nc3ccccc3nc2NS(=O)(=O)c2cccs2)c1,-3,1,-7,-18,-18,5,-13,12,0.8

# New compounds follow:
canonical_smiles,M1 ag,TAAR1 ag,M1 antag,TAAR1 antag,OXTR potentiator,CHO parental Ca,CHO-K1 Ca antag,CHO-K1 Ca PAM,CHO-K1 Ca ag
O=C1C=C(N2CCCCCC2)C(=O)N1c1ccc(Cl)cc1,-8,3,81*,6,x,x,-12,-1,1.3
COc1cc(-c2nnc(NC(=O)CS(=O)(=O)c3ccc(C)cc3)o2)cc(OC)c1OC,-3,8,-7,-6,-11,2,6,-3,0.6
COc1ccc(NC(=O)c2sc(-c3ccccc3)nc2C)c(OC)c1,-4,0,-9,-4,3,-38,-10,23,0.8
Cc1ccc(C)c(CN2CCC(CNC(=O)CCc3nnc4ccc(N5CCC(C)CC5)nn34)CC2)c1,-6,-2,-12,-16,-3,-29,-1,17,-1.3
COc1ccc(-c2nc(CS(=O)CC(=O)N3CCc4ccccc4C3)c(C)o2)cc1 (stereo not drawn),-6,18,-7,1,-2,-29,4,-2,-0.2
CC(=O)C1=C(O)CC(c2ccccc2)CC1=NCCc1ccccc1 (stereo not drawn),-12,15,-5,0,-8,-19,-12,2,0.9
O=C(c1ccc(F)cc1)N1CCN(c2cnn(-c3ccccc3)c(=O)c2Cl)CC1,-4,0,1,6,-6,-23,2,21,2.9
Cc1ccccc1S(=O)(=O)N1CCN(C)CC1,-8,6,-6,-2,-2,-6,16,-20,-0.2
O=C(NCC(c1cccs1)N1CCOCC1)c1ccccc1NS(=O)(=O)c1ccc(Br)cc1 (stereo not drawn),-8,6,3,7,-14,-17,-1,2,4.2
C/C(=N\NC(=O)CNc1cccc(C(F)(F)F)c1)c1cccc(Br)c1,-7,0,-8,-51,-8,-19,-22,20,0.6
CN(C(=O)c1ccc(COc2ccccc2Cl)o1)c1ccccc1,-2,3,0,-1,-24,-21,12,-23,-0.5
CCCCn1c(C(C)NC(=O)COC)nc2ccccc21 (stereo not drawn),-2,-1,21,4,-1,-12,1,15,0.5
CCOc1ccc2c(S(=O)(=O)O)cccc2c1[N+](=O)[O-],-1,4,-17,-12,x,x,-10,9,1.6
O=C(Nc1ccccc1C(=O)O)c1cccc(NC(=O)c2ccc(Br)o2)c1,3,2,-27,1,-2,-21,-17,20,-0.3
Cc1nc2ccccc2nc1OCC(=O)NCc1ccc2c(c1)OCO2,-2,2,-24,2,0,-8,-9,16,0.2

# (further entries)
canonical_smiles,M1 ag,TAAR1 ag,M1 antag,TAAR1 antag,OXTR potentiator,CHO parental Ca,CHO-K1 Ca antag,CHO-K1 Ca PAM,CHO-K1 Ca ag
COCCn1c(SCC(=O)NC(=O)NC(C)(C)C)nc2ccccc21,-3,15,-1,15,1,-18,-2,13,1.2
O=C(CSc1n[nH]c(=O)[nH]c1=O)NCC1CCCCC1,-3,2,-14,-20,-1,-7,0,-12,-0.1
O=C(Cc1ccc(NS(=O)(=O)c2ccc(F)cc2)cc1)NCc1cccnc1,-11,1,-4,-3,2,-15,-2,-8,0.4
CC1(C)CC(=O)c2cc3c(N)c(C(=O)NCc4ccccc4)sc3nc2C1,-3,3,15,7,-6,-9,11,-5,-0.1
COc1ccc(-c2nn(C)c3sc(C(=O)NCCN(C)C)cc23)cc1OC,-5,-1,-14,1,0,-6,-17,16,0.4
CC(C)(C)c1ccc2c(c1)OC(C(=O)N/N=C\c1ccncc1)CO2 (stereo not drawn),-2,30,-1,26,-8,-19,10,-26,2.1
Cc1csc(NC(=O)c2cc(-c3ccccc3)nc3ccccc23)n1,-7,10,19,38,-7,-21,8,9,4.6
CCn1c(N)c(C(=O)NC2CCCCC2)sc1=S,3,4,-2,7,0,-11,19,-11,-0.3
CCOC(=O)N1CCN(C(=O)CNC(=O)C23CC4CC(CC(C4)C2)C3)CC1,-2,1,-13,-4,0,0,7,-15,-0.2
CC1=C(C(=O)N(C(C)C)C(C)C)CC(CC(=O)NCc2cccc3ccccc23)C(=O)N1Cc1ccc(F)cc1 (stereo not drawn),-4,2,-23,13,x,x,-11,7,0.5
Cc1cc(=O)oc2cc(NC(=O)c3ccnn3C)ccc12,1,x,-20,x,-8,-8,-6,17,1.2
COc1cc(/C=C/C(=O)O)cc(S(=O)(=O)N(CC(C)C)CC(C)C)c1OC,-7,8,-3,3,-4,-8,0,10,0.3
COc1ccc(/C=C2\SC(=S)N(CCCC(=O)Nc3ccc(C(=O)O)cc3)C2=O)cc1OC,3,4,-12,-24,-9,-4,-1,6,0.1
Cc1cc(C([O-])=C(C(=S)Nc2ccc(F)cc2)[n+]2ccccc2)c(C)n1-c1ccc(F)cc1,-6,-1,-2,-2,x,x,-8,12,0.6
c1ccc(-c2csc(-n3cccn3)n2)cc1,-3,1,-8,-8,-11,-10,-3,0,0.5

# Additional compounds
canonical_smiles,M1 ag,TAAR1 ag,M1 antag,TAAR1 antag,OXTR potentiator,CHO parental Ca,CHO-K1 Ca antag,CHO-K1 Ca PAM,CHO-K1 Ca ag
O=C(C1CC(=O)N(C2CCCCC2)C1)N1CCN(c2cccc(C(F)(F)F)c2)CC1 (stereo not drawn),5,2,-6,-1,-14,-3,-6,6,8.6
COC(=O)Cc1ccc(NC(=S)NCc2ccccc2Cl)cc1,0,4,0,4,-9,-11,-1,0,3.3
O=C(COC(=O)c1ccccc1)Nc1ccc2[nH]c(=O)[nH]c2c1,-2,2,2,-18,-7,-3,8,-17,0.3
CCOC(=O)CNC(=O)Cn1cnc2c(nnn2-c2ccc(OC)cc2)c1=O,-3,3,-10,-11,6,-19,1,-10,-0.4
Cc1ccc(N(O)C(C)(C)C)cc1,-3,1,-23,-3,x,x,-14,12,0.3
COc1cccc(N2CCN(CC(=O)NC3=Nc4ccccc4N=C(C)C3c3ccccc3)CC2)c1 (stereo not drawn),-1,3,1,16,-6,-44,0,22,2.9
